CendR NRP1 mod – NRP-1/CendR interaction modulation | O14786 | FAM-RPARPAR peptide binding to NRP-1, fluorescence polarization | inhibition, % at 25 µM | actives 0.85% (n = 360,000) | AID 602438;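 active means inhibition or corrected inhibition above about 18%, plus a signal ratio from 0.5 to 1.5, limit read from the data, passing the limit was not always enough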; further: strong numbers were not always called active
TbMetRS inhib – blocks T. brucei methionyl-tRNA synthetase activity; purified T. brucei MetRS, ATP depletion, Kinase-Glo luminescence; inhibition, % at 11.9 µM; actives 0.4% (n = 360,000); AID 624268;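 active means inhibition above a per-plate cutoff of the control wells' mean inhibition plus 3 SD, cut at about 5.5% in these data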;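 further: 0% = DMSO wells median and 100% = median of wells with control inhibitor compound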
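assay system = parasite MetRS enzyme | timing = 15 min preincubation, 2 h reaction, all 25 °C | evaluation = percent inhibition relative to median high and low control wells | medium = HEPES buffer containing pyrophosphatase, BSA, spermine, DTT | compound = single dose, 11.9 µM final nominal, 0.9% final DMSO | detection = Kinase-Glo luminescence, ATP depletion format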
MT1-MMP act inh – MT1-MMP (human) activation inhibition | actives 0.061% (n = 360,000) | GFP/RFP ratio change, % at 20 µM | HT1080 RFP-PRO-GFP cells, GFP/RFP ratio fluorescence, overnight; percent of plate control window, DMSO zero;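 active means GFP/RFP ratio change of at least 30% with cell ATP level not reduced by more than half and red fluorescence within 50% of control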; further: strong numbers were not always called active
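Test system: HT1080 cells expressing an RFP-PRO-GFP fluorescent reporter construct / Compound dosing: single-point 20 µM compound, 1% DMSO / Schedule: cells overnight before dosing, compound overnight, 37 °C, 5% CO2 / Evaluation: GFP/RFP fluorescence ratio / Control set: DMSO and RFP-L50D-GFP cell wells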
MsrA inh – bovine MsrA inhibition. purified bovine MsrA, absorbance read-out. inhibition, % at 15.5 µM. actives 0.75% (n = 360,000); in the data active means inhibition above about 4.5%;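 further: 0% = vehicle wells with enzyme and 100% = reference inhibitor wells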
PABP1 MLLE inh – blocks PAM2 peptide binding to the PABP1 MLLE domain | P11940 | GST-MLLE / FITC-PAM2 fluorescence polarization | inhibition, % at 20 µM | actives 0.36% (n = 360,000) | AID 588489; in the data active means inhibition above about 35%, passing the limit was not always enough;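 further: plate controls were DMSO wells with GST-MLLE for no effect and wells lacking GST-MLLE protein for full effect; some results filed as inactive read as strong as hits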
Target sequence (P11940 whole entry, looked up, the tested form may be a part): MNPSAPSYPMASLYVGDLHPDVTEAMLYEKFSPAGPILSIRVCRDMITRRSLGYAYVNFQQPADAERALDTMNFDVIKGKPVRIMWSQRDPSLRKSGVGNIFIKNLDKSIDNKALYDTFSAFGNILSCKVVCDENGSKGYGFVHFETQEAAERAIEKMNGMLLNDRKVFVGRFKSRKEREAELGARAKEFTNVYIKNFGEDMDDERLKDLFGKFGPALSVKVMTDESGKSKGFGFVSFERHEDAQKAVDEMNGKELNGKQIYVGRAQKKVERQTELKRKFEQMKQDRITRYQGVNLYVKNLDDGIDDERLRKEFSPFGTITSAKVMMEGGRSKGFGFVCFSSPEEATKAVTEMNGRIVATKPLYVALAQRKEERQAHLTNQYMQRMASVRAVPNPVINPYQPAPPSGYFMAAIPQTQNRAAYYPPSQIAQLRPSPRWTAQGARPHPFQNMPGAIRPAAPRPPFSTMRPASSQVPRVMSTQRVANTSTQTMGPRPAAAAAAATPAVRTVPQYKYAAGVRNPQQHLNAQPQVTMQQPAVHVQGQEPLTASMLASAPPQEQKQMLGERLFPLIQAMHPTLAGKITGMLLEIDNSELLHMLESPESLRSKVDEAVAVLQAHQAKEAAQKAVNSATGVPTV
SKN-1 inh – C. elegans SKN-1 inhibition; C. elegans VP596 Pgst-4::GFP/RFP ratio, acrylamide-induced, 24 h; AID 624304; actives 0.49% (n = 360,000); inhibition, % at 21.8 µM;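 active means interference check ratio from 0.5 to 1.5 plus GFP to RFP signal ratio inhibition reaching or exceeding a fixed threshold, cut at about 30% in these data, passing the limit was not always enough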; further: some compounds called inactive have numbers as strong as hits
eLon inh – inhibitors of E. coli Lon protease; purified E. coli Lon protease, fluorescence polarization; inhibition, % at 7.94 µM; actives 0.42% (n = 360,000); AID 602123; in the data active means inhibition above about 13%, passing the limit was not always enough;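 further: 0% = enzyme with probe and DMSO and 100% = no enzyme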
MsrA act – bovine methionine sulfoxide reductase A activation; purified bovine MsrA, absorbance read-out; actives 0.3% (n = 360,000); AID 602163; activation, % at 10.6 µM; in the data active means activation above about 7.5%;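 further: 0% = vehicle and 100% = reference activator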
FAS-TE inh – FAS thioesterase (human) inhibition; inhibition, % at 15 µM; P49327; recombinant FAS-TE, OMFH fluorogenic substrate, fluorescence endpoint; actives 0.67% (n = 360,000);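 active means compounds whose normalised, plate-corrected inhibition of enzyme fluorescence in the single-dose primary screen is 50% or more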;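 further: 0% = DMSO with enzyme and 100% = substrate without enzyme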
An asterisk follows results filed as active; nt = no result given.

Results follow in this order: CendR NRP1 mod	TbMetRS inhib	MT1-MMP act inh	MsrA inh	PABP1 MLLE inh	SKN-1 inh	eLon inh	MsrA act	FAS-TE inh
> O=C(COc1ccc(Cl)cc1)NNC(=O)c1cccnc1
→ 10	-1.3	6	1.4	10	-1	-2	-5	-4
> COc1ccc(CN2CCNC(=O)C2CC(=O)NCc2ccc(C)s2)c(OC)c1 (centres undefined)
→ -2	-0.4	1	2.4	14	-2	1	-3	-2
> CC(=O)c1cccc(N(CC(=O)Nc2ccc(F)cc2F)S(C)(=O)=O)c1
→ 6	-0.2	-2	1.1	7	10	7	-1	-4
> CCOC(=O)c1cnc2ccc(C)cc2c1NCCN1CCOCC1
→ 6	-0.3	-2	3.3	-1	5	-9	-3	-7
> COc1ccc(NC(=O)c2ccccc2O)c(OC)c1
→ -29	-0.4	14	1.2	1	-13	-10	-5	-2
> N/C(=N\OC(=O)c1ccccc1Cl)c1ccncc1
→ 10	-1.1	-1	0.4	15	31	-10	-8	0
> COc1ccc(S(=O)(=O)N(C)CC(=O)N2CCCCCC2)cc1OC
→ 8	-1.1	3	0.7	3	-4	-8	0	-4
> Cc1ccc(C(C)C)c(OCCN2C(=O)NC(C)(C)C2=O)c1
→ 6	-0.7	-4	0.2	-5	5	-4	-11	-7
> CCc1c(C)nc(SCC(=O)N2CCCCC2C)[nH]c1=O (centres undefined)
→ 11	-0.4	2	-0.6	-2	2	-5	0	-6
> CNc1ncnc2c1ncn2[C@H]1CN(Cc2ccc3c(c2)OCO3)C[C@@H](CO)O1
→ -9	-0.1	4	1.3	11	3	-2	0	-1
> CCC(C(=O)OCC(=O)NC1CCS(=O)(=O)C1)c1ccccc1 (centres undefined)
→ 6	-0.4	-1	1.2	-2	19	10	-1	-3
> CC(=O)C1=C(O)C(=O)N(CCNCCO)C1c1ccccc1 (centres undefined)
→ 19	-0.5	3	0.8	-1	-27	-7	-2	-7
> O=C(COc1cccc(C(F)(F)F)c1)Nc1ccccc1N1CCCCC1
→ 1	-0.2	-2	1.3	6	-1	-16	-2	21
> O=C(O)C1CCN(c2nc(-c3ccccc3)nc3c2oc2ccccc23)CC1
→ -11	0.3	1	0.1	-18	5	-6	1	2
> Cc1ccc(-c2ccc(C(=O)NCCCNC(=O)c3cnccn3)o2)cc1Cl
→ 4	-0.1	0	-0.9	7	13	0	-2	0
> CCOC(=O)N1CCN(S(=O)(=O)c2cccs2)CC1
→ 1	-0.7	6	-0.9	-14	-5	-12	-5	-7
> CC(C)c1ccc(CCNC(=O)c2cccc(S(=O)(=O)N3CCN(C)CC3)c2)cc1
→ 5	0.1	6	-0.1	-11	-26	-2	-2	7
> Cc1ccc(CNC(=O)CCNC(=O)c2ccc([N+](=O)[O-])cc2)cc1
→ -2	-0.4	-1	-0.7	-90	18	6	-1	48
> CCc1cccc2c(C(=O)CSc3nnc(C4CC4)o3)c[nH]c12
→ 2	-0.4	6	0.9	-8	11	-3	-1	-3
> CCC(C(=O)O)n1c2ccccc2c2cn[nH]c(=O)c21 (centres undefined)
→ -23	-1.4	-2	-0.1	6	-9	-4	-2	-7
> O=C(Nc1nccs1)C1CCN(S(=O)(=O)c2ccc3c(c2)OCCCO3)CC1
→ -2	0.3	4	2.4	-12	3	-10	-2	4
> COc1ccc(NC(=O)NC2(C(=O)N3CCN(C)CC3)CCCCC2)cc1
→ 2	-0.3	3	-0.7	3	-6	1	-4	-6
> COc1ccc(S(=O)(=O)N2CCOC23CCN(C(=O)c2ccc(Cl)cc2Cl)CC3)cc1
→ -3	-0.1	-66	-0.7	-4	16	-7	-3	20
> O=C(COC(=O)c1ccncc1)NC(=O)C1CCCCC1
→ 0	-0.1	-5	0.2	-3	2	-2	2	-3
> CCOC(=O)c1sc(=S)n(-c2ccc(Cl)cc2)c1SC
→ 12	0.8	-5	-0.5	31	16	1	-2	17
> O=C(CC12CC3CC(CC(C3)C1)C2)N1CCN(S(=O)(=O)c2cccs2)CC1
→ 11	0.3	-1	-0.4	-11	10	-14	-3	10
> O=C(CSc1ccc(Cl)cc1)Nc1ccccc1N1CCN(C(=O)c2ccccc2)CC1
→ 7	-0.8	-8	-0.6	17	12	-10	0	21
> COC(=O)CCSCC(=O)N1N=C(c2ccc(Br)cc2)CC1c1cccc(OC)c1OC (centres undefined)
→ -4	-0.1	0	1.8	-6	-14	-8	-13	9
> Nn1c(SCc2ccccc2F)nnc1-c1ccncc1
→ 5	3.0	3	-1.4	-29	10	-4	-1	-3
> CCC1(C(=O)c2ccccc2)C2c3cc(Br)ccc3OC(=O)C21C(=O)N1CCOCC1 (centres undefined)
→ -7	0.0	1	0.2	0	0	4	-1	17
> Nc1nnc(SCC(=O)c2cccc([N+](=O)[O-])c2)s1
→ -2	-0.6	-2	0.9	36	1	-10	-7	4
> Cc1cc2c(=O)cc(-c3ccccc3)oc2c(C(=O)O)c1C
→ -3	-0.4	1	2.0	-17	9	-3	1	-1
> Cc1ccc(S(=O)(=O)CCC(=O)OCc2ccccc2)cc1
→ 5	-1.2	2	-0.2	4	-3	16*	-5	1
> Cc1ccc(Cl)cc1N1CCN(C(=O)C2CCC(=O)N2C(C)C)CC1 (centres undefined)
→ -3	0.2	1	-0.6	-8	3	-5	0	-5
> CCC(=O)c1ccc(OCC(=O)OCC(=O)c2cc(C)n(C)c2C)cc1
→ -2	-0.6	1	-1.4	-1	16	6	-4	3
> Cc1ccc(N2C(=N)SCC2=O)cc1Cl
→ 1	0.2	-2	0.6	-18	6	-1	-5	-10
> COc1cccc(OC)c1C(=O)Nc1ccncc1
→ -3	-1.5	2	0.6	16	-8	2	-8	1
> CCOc1ccc2[nH]cc(S(=O)(=O)c3ccc(F)cc3)c(=O)c2c1
→ -16	1.1	-3	1.5	-4	-2	-4	0	-4
> Cc1cccc(C(=O)O[C@H]2[C@H](C)NS(=O)(=O)[C@H]3CC4C=C[C@]23O4)c1
→ -13	-0.2	nt	0.0	8	8	1	-12	-6
> O=C1C2CC(O)CN2C(=O)N1c1ccccc1 (centres undefined)
→ 10	-0.3	0	1.0	-10	-7	3	-2	-6
> COC(=O)c1ccc(Oc2ccc3nnc(C)n3n2)cc1
→ -12	-1.4	5	-0.2	-7	-10	-7	-11	-7
> O=C(c1ccc(NC(=S)Nc2ccc(Cl)c(Cl)c2)cc1)N1CCCC1
→ -13	-1.1	-1	-0.1	30	6	-9	-6	7
> Cc1cccc(NC(=O)CCNC(=O)c2ccco2)c1C
→ 0	0.2	-1	-1.2	0	-3	-1	-3	-5
> CC1(C(=O)NS(=O)(=O)c2cccc(OC(F)F)c2)CCN1C(=O)Cc1ccccc1 (centres undefined)
→ 10	0.3	0	1.7	-6	4	14	-1	-3
> CCOc1ccc(NC(=O)c2ccc(S(=O)(=O)N3CCOCC3)cc2)cc1
→ -6	-0.5	0	-0.4	14	4	0	-4	0
> COc1ccc(C(=O)N2CCC(c3ccccc3)CC2)c(OC)c1OC
→ 4	0.0	1	-0.5	-3	10	0	1	-2
> S=C(Nc1ccccc1Cl)N1CCCCCC1
→ -3	-0.4	2	-0.3	-81	7	-2	-3	-9
> COCCN(C)C(=O)CC1C(=O)NCCN1CC(c1ccccc1)c1ccccc1 (centres undefined)
→ 2	-0.4	-4	-0.2	9	5	2	11*	-2
> Cc1ccc(C)c(N(C(=O)CNC(=O)c2ccco2)C(C(=O)NC2CCCC2)c2ccncc2)c1 (centres undefined)
→ 16	0.0	0	1.4	-5	7	2	0	-3
> O=C(CSc1ccc(Cl)cc1)OCc1nnc(-c2ccccc2)o1
→ 5	0.3	5	1.3	12	-6	6	-2	-1

(list continues)
Results follow in this order: CendR NRP1 mod	TbMetRS inhib	MT1-MMP act inh	MsrA inh	PABP1 MLLE inh	SKN-1 inh	eLon inh	MsrA act	FAS-TE inh
> COc1ccccc1CNC(=O)Cn1cccc1C(=O)c1ccccc1
→ -2	0.1	0	-0.1	3	-6	-1	-4	-3
> CC(C)(C)OC(=O)N[C@@H](/C=C/c1ccccc1)C(=O)OC(C)(C)C
→ 20	-0.6	-3	-0.9	4	-8	10	-9	14
> COc1ccccc1CNC(=O)COC(=O)C1CCN(S(=O)(=O)c2c(Cl)cccc2Cl)CC1
→ 17	-0.1	0	-0.3	-12	-1	1	-2	17
> CNc1nnc(CSc2nc3ccccc3s2)s1
→ 8	-0.2	0	-0.1	26	-2	-7	3	-6
> Cc1ccc2cccc(OCC(=O)Nc3cccc(S(=O)(=O)N4CCCC4)c3)c2n1
→ 4	0.4	-1	0.5	8	1	-4	-2	19
> Cc1ccc(NC(=O)c2c(O)c3ccccc3n(C)c2=O)nc1
→ 3	-1.6	-4	-0.2	-7	1	-10	-2	0
> CC(=O)C1=C(C)OC(N)=C(C#N)C1c1ccncc1 (centres undefined)
→ 15	-1.7	-4	0.2	31	6	-6	-10	-2
> Cc1cc(=O)[nH]c(SCCCOc2ccc(F)cc2)n1
→ 14	-0.2	8	-1.2	-7	7	5	-3	-11
> CCN(CC)c1ccc(NC(=S)Nc2ccc(F)cc2)cc1
→ -6	-0.2	-2	0.9	12	9	6	-1	-6
> C=CCn1c(SCn2nnc3ccccc3c2=O)nnc1-c1ccc(F)cc1
→ -1	-0.2	-6	1.2	-41	12	-4	-1	-1
> CC1(C)Cc2nc3oc4c(N5CCOCC5)ncnc4c3cc2CO1
→ 10	-1.4	0	-0.9	-1	-11	-6	-10	-7
> CN(CC(=O)NCc1ccncc1)S(=O)(=O)c1cc(Cl)ccc1Cl
→ 8	-0.7	0	-0.4	-13	14	7	0	-6
> COc1ccc(C2c3c(ccc4ccccc34)Oc3ncn4nc(CO/N=C/c5ccccc5)nc4c32)cc1 (centres undefined)
→ 0	-1.1	1	-0.8	-1	-7	-9	-5	26

Screening data deposited in PubChem by several laboratories.
